Compound activity (PubChem BioAssay)
hIAP activ: increases human intestinal alkaline phosphatase activity; purified human IAP, CDP-Star luminescence, 30 min; stronger effect = higher value; 1 = vehicle-only enzyme, 0 = enzyme-free background; activation factor at 10 µM; 0.16% of 330,000 active;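 active = activation factor of the enzyme at least 2-fold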; also: the source names both 10 and 20 µM as test concentration; values of inactives mirror those of a sister screen read the other way
Target sequence (P09923 whole entry, looked up): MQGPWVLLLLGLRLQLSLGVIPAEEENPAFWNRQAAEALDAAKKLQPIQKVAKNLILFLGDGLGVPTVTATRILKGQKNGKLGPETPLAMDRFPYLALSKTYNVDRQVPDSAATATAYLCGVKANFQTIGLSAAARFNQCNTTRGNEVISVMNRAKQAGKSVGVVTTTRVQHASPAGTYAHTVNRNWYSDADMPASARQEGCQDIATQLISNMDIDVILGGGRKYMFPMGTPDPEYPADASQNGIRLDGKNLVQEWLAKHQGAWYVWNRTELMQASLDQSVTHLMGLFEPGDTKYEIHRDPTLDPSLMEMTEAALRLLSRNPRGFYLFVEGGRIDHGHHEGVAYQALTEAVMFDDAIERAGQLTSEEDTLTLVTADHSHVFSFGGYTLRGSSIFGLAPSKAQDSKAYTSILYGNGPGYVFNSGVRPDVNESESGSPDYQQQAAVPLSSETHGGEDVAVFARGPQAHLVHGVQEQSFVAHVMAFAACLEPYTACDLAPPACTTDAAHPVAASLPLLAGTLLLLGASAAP
APOBEC3A inh: blocks human APOBEC3A ssDNA deamination; P31941; recombinant A3A, FAM/TAMRA ssDNA deamination fluorescence; inhibition, % at 20 µM; 0.41% of 330,000 active;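 active = at least 40% inhibition at 20 µM here, with at most 30% in a related deaminase screen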;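 also: plate controls were A3A with DMSO for no effect and wells lacking A3A enzyme for full effect; some results filed as inactive read as strong as hits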
NALP3 yeast inh: NALP3 inhibition in yeast; Yeast reconstituted NLRP3/ASC/caspase-1, beta-gal luminescence, 24 h; inhibition, % at 10 µM; 0.39% of 330,000 active;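 active = inhibition of 50% or more; inactive = inhibition below 50%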;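 also: plate controls were induced DMSO wells for no effect and uninduced yeast grown without galactose for full effect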
APOBEC3G inh: APOBEC3G (human) deaminase inhibition; Q9HC16; recombinant A3G, ssDNA deamination FAM/TAMRA fluorescence; inhibition, % at 20 µM; 0.28% of 330,000 active; AID 493012;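 active = inhibition of at least 40% at 20 µM, with no more than 30% in the related APOBEC3A deaminase screen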;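 also: plate controls were DMSO wells with A3G for no effect and wells lacking A3G enzyme for full effect; some compounds called inactive have numbers as strong as hits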
Target sequence (Q9HC16 whole entry, looked up): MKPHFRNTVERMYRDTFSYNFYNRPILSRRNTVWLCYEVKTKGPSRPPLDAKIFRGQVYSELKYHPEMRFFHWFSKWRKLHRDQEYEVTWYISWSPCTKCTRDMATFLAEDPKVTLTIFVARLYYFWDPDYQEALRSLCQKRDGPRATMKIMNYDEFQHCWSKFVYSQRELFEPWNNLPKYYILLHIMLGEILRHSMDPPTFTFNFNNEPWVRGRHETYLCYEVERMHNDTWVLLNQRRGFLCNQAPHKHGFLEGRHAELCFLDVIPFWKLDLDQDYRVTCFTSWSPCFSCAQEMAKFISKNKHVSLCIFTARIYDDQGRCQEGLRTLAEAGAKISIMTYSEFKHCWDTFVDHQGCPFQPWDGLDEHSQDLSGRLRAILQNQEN
mIAP activ: increases mouse intestinal alkaline phosphatase activity. muIAP, CDP-Star luminescence, 30 min; stronger effect = higher value; 1 = vehicle-only enzyme signal, 0 = enzyme-free wells. activation factor at 10 µM. 0.24% of 330,000 active;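 active = activation factor of at least 2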; also: the source names both 10 and 20 µM as test concentration; values of inactives mirror those of a sister screen read the other way
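Assay system: mouse IAP enzyme; reagent: chemiluminescent substrate CDP-Star; dosing: test compounds delivered from DMSO solution; schedule: 30 min at room temperature; measured by: luminescence from enzymatic CDP-Star hydrolysis; controls: DMSO-only wells and no-enzyme negative control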
MIN6 prolif: MIN6 beta-cell proliferation induction; MIN6 cells proliferation, ATPlite luminescence, 48 h; cells starved in 0.2% serum; 100% = growth in 10% serum; proliferation, % at 10 µM; 0.29% of 330,000 active; AID 2380;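 active = compounds whose signal lies at least 3.5 SD above the mean of all wells on their plate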;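 also: 0% = DMSO-treated cells in low-serum medium and 100% = 10% serum control; some compounds called inactive have numbers as strong as hits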
hIAP block: human IAP inhibition | P09923 | purified IAP, CDP-Star luminescence, 30 min | inhibition, % at 10 µM | 0.12% of 330,000 active;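 active = inhibition reaching a set limit with compound at 10 µM in the primary screen, cut at about 35% in these data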;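 also: plate controls were DMSO wells with enzyme for no effect and no-enzyme buffer wells for full effect; values of inactives mirror those of a sister screen read the other way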
mIAP block: mouse IAP inhibition. purified mouse IAP, CDP-Star luminescence, 30 min. inhibition, % at 10 µM. 0.2% of 330,000 active;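 active = inhibition of at least 40% at 10 µM in the primary screen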;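 also: plate controls were DMSO with enzyme for no effect and no enzyme wells for full effect; values of inactives mirror those of a sister screen read the other way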
SENP1 inh: inhibitors of human SENP1 SUMO protease catalytic domain; recombinant SENP1 catalytic domain, CyPet-SUMO1-YPet FRET cleavage; inhibition, % at 10 µM; Q9P0U3; 0.21% of 360,000 active; AID 624204;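 active = inhibition at least 30% at 10 µM, raw YFP signal under a set limit, fluorescence ratio 0.5 to 1.5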;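 also: 0% = enzyme with DMSO and 100% = no enzyme wells; some results filed as inactive read as strong as hits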
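System: Recombinant human SENP1 catalytic domain, His6-tagged | Incubation: Enzyme reaction for 50 min at room temperature, dark | Medium: Tris pH 8 with BME, BSA, NP40 and catalase | Also added: 25 nM SUMO1 FRET substrate | Compound: 10 µM single point, 0.5% DMSO | Measured by: FRET fluorescence in CFP and YFP emission channels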
* hit, by the source's call; x = not tested or not shown. Not all compounds are listed, so the mix of outcomes need not match the whole.

SMILES	hIAP activ	APOBEC3A inh	NALP3 yeast inh	APOBEC3G inh	mIAP activ	MIN6 prolif	hIAP block	mIAP block	SENP1 inh
CCOc1ccc2[nH]c3nc(SCC(=O)NCC4CCCO4)nnc3c2c1 (configuration not stated)	0.86	-3	11	-8	0.94	-3	14	6	1
N#CC1=C(N)OC2=C(C(=O)CCC2)C1c1ccoc1 (configuration not stated)	0.88	-2	8	0	0.97	5	12	3	-22
O=C(NC1CC2CCCC(C1)N2S(=O)(=O)c1ccccc1)C1CCCCC1 (configuration not stated)	0.96	-3	23	-5	1.2	1	4	-15	2
Cc1ccc2nc(N(CCCN(C)C)C(=O)c3ccc4ncsc4c3)sc2c1	1.1	4	15	-1	1	-1	-12	-3	-13
COc1ccccc1OCC(=O)Nc1cc(S(=O)(=O)N2CCOCC2)ccc1N1CCCCC1	0.86	-5	12	-3	0.96	-1	14	4	1
COC(=O)c1ccc2[nH]c(C(C)(C)O)c(C)c2c1	0.88	-4	28	-9	1	0	12	-1	0
Cc1cc(C)cc(NC(=S)NN)c1	1.1	-4	4	-7	0.93	-2	-8	7	2
O=C(/C=C/c1ccc2c(c1)OCCO2)c1ccc(O)cc1	0.9	0	-2	-5	1.1	-7	10	-7	-13
Cc1nn(C)cc1CNCc1ccc(OCC(O)CN(C)Cc2ccccc2)cc1 (configuration not stated)	0.9	1	2	1	1	-3	10	-1	0
O=S(=O)(Nc1ccccc1N1CCOCC1)c1cccs1	1.1	-1	3	-4	1	2	-5	-1	1
C#CCOCCOCCOCCNc1nc(N2CCN(C(=O)C([C@@H](C)CC)n3cc(C(N)COC(=O)C(F)(F)F)nn3)CC2)nc(N2CCN(C(=O)[C@H](Cc3ccc(O)cc3)n3cc(C(N)[C@H](C)CC)nn3)CC2)n1 (some centres not stated)	0.97	-5	19	-7	1.1	0	3	-10	x
O=C(Nc1cc2cccc([N+](=O)[O-])c2oc1=O)c1cccs1	1	-4	10	-4	0.94	-4	-4	6	1
CC(C)CN1CCN(CCCc2ccccc2)C(CCO)C1 (configuration not stated)	1.2	-4	14	-5	0.98	-3	-17	2	1
O=C(/C=C/c1ccccc1[N+](=O)[O-])c1ccc(F)cc1	1	4	0	-2	0.86	-7	-4	14	0
O=C(Nc1ccncc1)c1ccc(N2CCCC2=O)cc1	1.1	-4	-12	-10	1.1	-3	-5	-6	1
O=C(NCCN1CCOCC1)c1cc(-c2ccc(Cl)s2)nc2ccccc12	0.93	1	26	-2	0.97	-1	7	2	-31
O=C(NCC1CCCO1)C(C(=O)c1ccccc1)n1cc(Cl)ccc1=O (configuration not stated)	1	-4	-4	-9	1	-2	0	-3	3
O=C(NCc1ccco1)c1cc([N+](=O)[O-])ccc1N1CCOCC1	1.1	-4	-8	-4	1.2	-1	-10	-16	2
COc1cc2cc(CN(CCN3CCOCC3)C(=O)Nc3ccc(F)cc3)c(=O)[nH]c2cc1OC	1.1	3	-3	-4	0.94	-2	-7	6	6
CC(C)c1ccc(N2CC(C(=O)Nc3nccs3)CC2=O)cc1 (configuration not stated)	0.95	-1	10	-3	0.96	-1	5	4	-1
COc1ccccc1NC(=O)N(Cc1ccc2c(c1)OCO2)Cc1nc2ccccc2c(=O)[nH]1	1	3	10	-1	1.1	3	-4	-9	-1
COc1cccc(Nc2nc3cc(OC)ccc3cc2C#N)c1	1.1	4	-1	-1	0.85	-3	-5	14	-11
Fc1ccc(NC(=S)N2CCN(c3cccc(C(F)(F)F)c3)CC2)cc1	1.1	3	39	-1	1	-2	-9	-4	2
CC(C)CC(=O)N(Cc1ccc(F)cc1)C1CCS(=O)(=O)C1 (configuration not stated)	1.1	-11	-2	-7	1.1	-4	-12	-6	-3
CCn1c(SCC(=O)Nc2ccc(C(=O)OC)cc2)nnc1-c1cccs1	0.9	-6	-12	-4	0.96	-2	10	4	-1

As entered above:
O=C(/C=C/c1ccccc1[N+](=O)[O-])c1ccc(F)cc1 – NALP3 yeast inh: 0
O=C(NCC1CCCO1)C(C(=O)c1ccccc1)n1cc(Cl)ccc1=O (configuration not stated) – NALP3 yeast inh: -4
CCn1c(SCC(=O)Nc2ccc(C(=O)OC)cc2)nnc1-c1cccs1 – mIAP block: 4

(continued)
SMILES	hIAP activ	APOBEC3A inh	NALP3 yeast inh	APOBEC3G inh	mIAP activ	MIN6 prolif	hIAP block	mIAP block	SENP1 inh
CCC(C)NC(=O)/C=C1\Sc2ccccc2NC1=O (configuration not stated)	0.95	0	10	-5	0.89	0	5	11	-4
CCOC(=O)Cn1cnc2c(cnn2-c2ccccc2)c1=O	1	-4	11	-7	1	4	-4	-3	0
CCOC(=O)Nc1ccc(OC)cc1S(=O)(=O)N1CCCCC1	1.1	-1	17	-9	1.1	-1	-14	-8	0
Cc1nc(SCC(=O)NC2CCS(=O)(=O)C2)c2c3c(sc2n1)CCCC3 (configuration not stated)	0.99	-1	12	-1	1	-1	1	-1	0
CCOc1cc(C)c(C(C)C)cc1S(=O)(=O)NCc1ccccn1	0.93	-2	-7	-8	0.92	1	7	8	2
Cc1cc(-c2ccc(C(C)C)c(S(=O)(=O)N3CCC(C)CC3)c2)on1	1.1	0	21	17	1.1	-7	-7	-9	0
COc1ccc(S(=O)(=O)N2CCN(CCOc3ccc(Br)cc3)CC2)cc1OC	0.93	-1	24	-3	1	-5	7	-4	3
COc1ccc(Br)cc1CNc1ccc2[nH]c(=O)[nH]c2c1	0.91	-4	8	-8	0.98	1	9	2	0
Cc1[nH]c2ccccc2c1C(c1ccncc1)N1CCN(c2ccc(F)cc2)CC1 (configuration not stated)	0.92	0	15	-8	1.1	1	8	-8	-3
COc1ccc(CCNC(=O)CCc2ccc(S(=O)(=O)NCC(C)C)cc2)cc1OC	1.1	-1	2	-10	0.99	2	-8	1	-1
CC1(C)Cc2c(sc(/N=C/N3CCCCCC3)c2C#N)C(C)(C)N1	0.98	2	-2	3	1.1	-2	2	-7	-1
COc1cccc(OCc2cc(C(=O)NCc3cnc4ccccn34)no2)c1	1.3	-3	22	-3	1	-4	-27	0	-7
O=C(Nc1ccc2c(c1)OCO2)Nc1ccccc1F	1.4	4	24	-4	1.2	-3	-36	-21	-2
Cc1ccc(N2CCN(C(=O)NC3CCCCC3)CC2)c(C)c1	1.1	3	38	-2	1.1	-2	-6	-8	0
CS(=O)(=O)N1N=C(c2ccco2)CC1c1cccc([N+](=O)[O-])c1 (configuration not stated)	0.83	-4	-7	-8	1	-3	17	0	1
CN(c1ccccc1)c1nc(N)c([N+](=O)[O-])c(NCc2ccco2)n1	0.93	6	33	2	0.89	0	7	11	1
CC1(c2ccc3ccccc3c2)NC(=O)N(CC(=O)N2CCC(C(N)=O)CC2)C1=O (configuration not stated)	1.1	-3	13	-5	1	-2	-5	0	0
O=C(CSc1nc2ccccc2[nH]1)c1cccs1	0.95	-1	15	-5	1.1	1	5	-12	2
Cc1noc(C)c1S(=O)(=O)N1CCCC(C(=O)c2cccc(OC(C)C)c2)C1 (configuration not stated)	0.98	2	5	-1	0.86	-1	2	14	-2
Cc1[nH]c(=O)c(C#N)c(C)c1CCC(=O)NCc1ccc(Cl)cc1	1	71*	9	-6	1.1	0	-3	-9	0
CC(=O)c1ccc(N2CCN(C(=O)c3cc(-c4ccncc4)nc4ccc(Br)cc34)CC2)cc1	1.2	0	7	-4	0.88	-5	-25	12	0
CC(C)C(=O)Nc1ccc(C(=O)NNC(=O)NC2CCCCC2)cc1	1.1	1	12	-6	1	-4	-8	-2	0
CCn1cc(CNC(=O)c2cc(COc3ccc(F)cc3Cl)on2)cn1	1.1	-3	25	-8	0.97	-2	-13	3	-1
Cc1nc(SCC(=O)NC(C)(C)C)c2c(-c3cccs3)csc2n1	0.76	-4	13	-8	0.95	-4	24	5	-4
CC(=O)CCS(=O)(=O)c1ccc(Oc2ccc(S(=O)(=O)CCC(C)=O)cc2)cc1	1	-3	15	-6	0.98	-1	-5	2	0
O=C(NCCS(=O)(=O)N1CCN(c2cccc(Cl)c2)CC1)C1CC1	0.86	-3	14	-7	0.91	4	14	9	-1
O=C(CN1CCCCCC1)Nc1ccc(F)c(F)c1F	1.1	-2	28	-7	0.94	3	-12	6	0

Some entries already given, limited to mIAP activ.
mol	mIAP activ
CCOC(=O)Cn1cnc2c(cnn2-c2ccccc2)c1=O	1
CCOC(=O)Nc1ccc(OC)cc1S(=O)(=O)N1CCCCC1	1.1
Cc1nc(SCC(=O)NC2CCS(=O)(=O)C2)c2c3c(sc2n1)CCCC3 (configuration not stated)	1
CCOc1cc(C)c(C(C)C)cc1S(=O)(=O)NCc1ccccn1	0.92

Sorted by molar mass (descending): part of the list above.
SMILES	hIAP activ	APOBEC3A inh	NALP3 yeast inh	APOBEC3G inh	mIAP activ	MIN6 prolif	hIAP block	mIAP block	SENP1 inh
COc1ccc(S(=O)(=O)N2CCN(CCOc3ccc(Br)cc3)CC2)cc1OC	0.93	-1	24	-3	1	-5	7	-4	3
Cc1nc(SCC(=O)NC2CCS(=O)(=O)C2)c2c3c(sc2n1)CCCC3 (configuration not stated)	0.99	-1	12	-1	1	-1	1	-1	0
CC1(c2ccc3ccccc3c2)NC(=O)N(CC(=O)N2CCC(C(N)=O)CC2)C1=O (configuration not stated)	1.1	-3	13	-5	1	-2	-5	0	0

No new results follow: seven of the compounds above.
SMILES	hIAP activ	APOBEC3A inh	NALP3 yeast inh	APOBEC3G inh	mIAP activ	MIN6 prolif	hIAP block	mIAP block	SENP1 inh
CCC(C)NC(=O)/C=C1\Sc2ccccc2NC1=O (configuration not stated)	0.95	0	10	-5	0.89	0	5	11	-4
CCOC(=O)Cn1cnc2c(cnn2-c2ccccc2)c1=O	1	-4	11	-7	1	4	-4	-3	0
CCOC(=O)Nc1ccc(OC)cc1S(=O)(=O)N1CCCCC1	1.1	-1	17	-9	1.1	-1	-14	-8	0
Cc1nc(SCC(=O)NC2CCS(=O)(=O)C2)c2c3c(sc2n1)CCCC3 (configuration not stated)	0.99	-1	12	-1	1	-1	1	-1	0
CCOc1cc(C)c(C(C)C)cc1S(=O)(=O)NCc1ccccn1	0.93	-2	-7	-8	0.92	1	7	8	2
Cc1cc(-c2ccc(C(C)C)c(S(=O)(=O)N3CCC(C)CC3)c2)on1	1.1	0	21	17	1.1	-7	-7	-9	0
COc1ccc(S(=O)(=O)N2CCN(CCOc3ccc(Br)cc3)CC2)cc1OC	0.93	-1	24	-3	1	-5	7	-4	3
